Screening data from PubChem BioAssay.
FXIIa inh 1536: human FXIIa protease inhibitors, primary screen, biochemical, 1536-well | inhibition, % at 5 µM | purified FXIIa, Boc-QGR-AMC fluorogenic substrate, 2 h | Coagulation factor XII (Homo sapiens), P00748 | 220,000 compounds, 0.3% hits; in the data active = inhibition above about 40%;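 also: 0% = enzyme with no compound and 100% = blank without enzyme; many of its hits are not listed in these tables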
p97 ATPase inh: inhibitors of human p97 ATPase, primary screen, biochemical; AID 1481, 2009; recombinant p97 ATPase, Kinase-Glo ATP luminescence, 3 h; 220,000 compounds, 0.42% hits; inhibition, % at 8 µM; in the data active = inhibition above about 15%;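 also: 0% = DMSO vehicle and 100% = wells lacking enzyme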
eIF4E 4G PPI: eIF4E–eIF4G protein interaction inhibitors, primary screen, biochemical, uHTS, TR-FRET, eIF4GI fragment; Eukaryotic translation initiation factor 4E (Mus musculus) + Eukaryotic translation …; TR-FRET eIF4E-eIF4GI(517-606) binding, 2 h; inhibition, % at 21.7 µM; 220,000 compounds, 0.37% hits;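 active = inhibition above about 30%, limit read from the data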;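 also: 0% = full FRET control wells and 100% = background wells lacking eIF4GI fragment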
Rad51 HR inh: human RAD51 strand exchange inhibitors, primary screen, biochemical, fluorescence | inhibition, % at 10 µM | 200,000 compounds, 0.085% hits | DNA repair protein RAD51 homolog 1 (Homo sapiens), Q06609 | hRad51 DNA strand exchange, fluorescence dequenching;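 active = inhibition above 40% at the single screening dose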;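 also: 0% = DMSO control wells and 100% = blanks with heterologous ssDNA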
Target sequence (Q06609 whole entry, looked up): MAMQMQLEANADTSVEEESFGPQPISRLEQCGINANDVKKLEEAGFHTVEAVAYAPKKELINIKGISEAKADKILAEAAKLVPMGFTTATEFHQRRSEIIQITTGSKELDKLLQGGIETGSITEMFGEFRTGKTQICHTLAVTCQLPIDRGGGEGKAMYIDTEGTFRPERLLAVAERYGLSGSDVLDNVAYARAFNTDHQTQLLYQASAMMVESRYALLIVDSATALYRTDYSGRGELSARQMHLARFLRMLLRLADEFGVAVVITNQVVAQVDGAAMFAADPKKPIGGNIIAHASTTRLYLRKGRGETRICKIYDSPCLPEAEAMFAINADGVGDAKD
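Material: hRad51 filaments on single-stranded DNA; Reagent: Donor/quencher-labelled 47-bp dsDNA substrate; Compound: 10 µM final, single point; Schedule: 37 °C 15-min filament assembly, 30-min compound preincubation, 15-min exchange; Technique: FRET fluorescence, excitation 485 nm, emission 520 nm; Benchmarks: control wells and blank wells on each plate.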
FXIa inh: human FXIa protease inhibitors, primary screen, biochemical, 1536-well; 220,000 compounds, 0.14% hits; purified FXIa, Boc-Glu-Ala-Arg-AMC fluorogenic substrate; Coagulation factor XI (Homo sapiens), P03951; inhibition, % at 5 µM;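 active = inhibition of at least 40%; inactive = inhibition below 40%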;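 also: fluorescence of freed AMC excited at 355 nm; 0% = enzyme without compound and 100% = no enzyme blank; many of its hits are not listed in these tables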
14-3-3 Bad PPI: inhibitors of 14-3-3 zeta/Bad binding, primary screen, biochemical, TR-FRET, bovine 14-3-3 zeta; TR-FRET 14-3-3zeta/Dy647-pBad peptide displacement, 1 h; inhibition, % at 21.7 µM; 220,000 compounds, 0.71% hits; AID 781, 2007;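 active = inhibition above about 70%, limit read from the data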;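 also: 0% = full 14-3-3 plus peptide FRET controls and 100% = background without 14-3-3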
Target sequence (P63103 whole entry, looked up): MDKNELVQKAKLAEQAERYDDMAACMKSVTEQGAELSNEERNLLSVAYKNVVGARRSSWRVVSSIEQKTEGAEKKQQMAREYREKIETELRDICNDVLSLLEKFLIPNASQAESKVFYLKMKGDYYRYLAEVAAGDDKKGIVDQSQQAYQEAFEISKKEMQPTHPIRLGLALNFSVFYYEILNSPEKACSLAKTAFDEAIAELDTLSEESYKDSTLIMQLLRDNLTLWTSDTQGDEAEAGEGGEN
Wee1 stabilizer: Wee1 degradation inhibitors, primary screen, cell-based, HeLa, Wee1K328M-luciferase, luminescence | AID 1321, 2008 | 220,000 compounds, 1.2% hits | reporter increase, % at 5 µM | HeLa Luc-Wee1K328M stability; 100% = proteasome inhibitor MG132 effect;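 active = activation above the mean of all tested compounds plus 3 SD, set per screening run, cut at about 8.8% in these data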;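 also: cells exposed to compound for 20 h before luminescence read; 0% = DMSO alone and 100% = MG132 at 30 µM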
KLK5 inh: human KLK5 protease inhibitors, primary screen, biochemical, 1536-well | AID 873, 2007 | Kallikrein-5 (Homo sapiens), Q9Y337 | 210,000 compounds, 0.59% hits | inhibition, % at 5 µM | recombinant hK5, fluorogenic AMC substrate cleavage;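 active = inhibition of 40% or more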;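 also: 0% = enzyme controls without compound and 100% = no-enzyme blanks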
Target sequence (Q9Y337 67-293 limits assumed): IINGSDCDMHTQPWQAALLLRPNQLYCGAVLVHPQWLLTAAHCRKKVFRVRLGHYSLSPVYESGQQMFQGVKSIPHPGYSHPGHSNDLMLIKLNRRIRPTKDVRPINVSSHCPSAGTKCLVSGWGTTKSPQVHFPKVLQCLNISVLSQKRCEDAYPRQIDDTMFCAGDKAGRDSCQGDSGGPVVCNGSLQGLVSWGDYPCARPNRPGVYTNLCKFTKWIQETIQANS
Mdm2 ligase inh: MDM2-luciferase reporter signal enhancers, primary screen, MDM2 E3 ligase inhibitor project, cell-based, luminescence, 1536-well | cell-based MDM2 ubiquitination luciferase reporter, 2 h; 0 = plate control, 100 = twice control, blank-subtracted | signal enhancement, % at 5 µM | 210,000 compounds, 0.11% hits | AID 1230, 2008;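 active = signal enhancement of 30% or more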;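 also: luminescence tracks abundance of the self-degrading MDM2-luciferase fusion protein; higher signal means inhibition of MDM2 E3 ligase activity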
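Material: stable MDM2–luciferase fusion reporter cells / Quantity: 2000 cells/well / Dosing: single 5 µM compound dose, 0.2% final DMSO / Buffer or medium: DMEM / Schedule: 4 h cell settling then 2 h compound exposure, 37 °C / Detection: luminescence with SteadyLite reagent, 15 min at room temperature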
An asterisk follows results filed as active; nt = not tested or not shown; [ ] = remark or other dose. Outcome played no part in choosing rows; any-hit rate near 3.5%.

entry	FXIa inh	p97 ATPase inh	FXIIa inh 1536	Wee1 stabilizer	eIF4E 4G PPI	14-3-3 Bad PPI	Rad51 HR inh	Mdm2 ligase inh	KLK5 inh	Structure
1	-2.5	5.3	4.3	-1.2	6.8	17.6	-4.5	7.9	0.3	COc1ccc(N2CCN(C(=O)c3cc(=O)[nH]c4ccccc34)CC2)cc1
2	-0.5	nt	6.3	nt	-20.1	-2.6	1.6	-1.8	-3.2	Cc1cc2cc(CNC(=O)Cc3cccs3)ccc2n1C
3	-1.0	-6.7	0.3	-0.2	-4.4	-2.5	-9.0	-14.2	-6.5	S=C(NCc1ccco1)Nc1cc(Cl)c(Cl)cc1Cl
4	4.7	0.8	11.0	-0.7	2.8	-0.8	-0.2	-6.8	-6.2	COc1cc(/C=N/NC(=O)CCN2CCN(C(c3ccccc3)c3ccccc3)CC2)ccc1O
5	6.6	4.2	4.0	-1.1	0.1	-11.8	-160.6	-6.1	-23.7	N#C/C(=C\N1CCN(Cc2ccc3c(c2)OCO3)CC1)c1nc2ccccc2s1
6	-2.6	6.9	4.9	4.1	6.7	11.9	1.5	-1.7	-6.4	COc1cc(C(=O)Nc2ccncc2)c([N+](=O)[O-])cc1OC
7	-1.2	-4.5	7.2	-3.6	-9.5	-3.7	nt	nt	-0.9	CCOc1cc(Br)c(CC(=O)O)cc1OCC
8	-7.7	-6.3	5.1	-0.4	-2.1[fluorescence artefact?]	0.4[fluorescence artefact?]	0.7	-19.6	-13.8	CCSc1nnc(-c2ccncc2)o1
9	-0.7	2.0	12.0	-2.4	2.3	-2.0	-2.8	8.0	3.1	CC1=NNC(=O)/C1=C\c1cn(-c2ccccc2)nc1-c1ccccc1
10	0.3	2.9	4.5	-1.3	2.8	-7.4	nt	1.8	-12.8	O=C(NN1C(=O)C2C3CCC(O3)C2C1=O)c1ccc(Br)o1 (stereo not drawn)
11	5.8	4.8	11.0	4.3	-3.9	6.3	-2.9	-0.9	-6.8	O=C(CCN1CCOCC1)c1ccc2c(c1)OCCO2
12	0.3	-1.2	5.4	0.5	0.2	-3.4	3.2	-4.5	4.8	CC1(C)Cc2c(sc(NC(=O)COc3ccccc3)c2C#N)C(C)(C)N1
13	8.9	6.7	7.9	3.8	-4.4	-11.3	-2.9	-11.9	9.8	CCOC(=O)C1=C(C)NC2=C(C(=O)c3ccccc32)C1c1ccc([N+](=O)[O-])o1 (stereo not drawn)
14	1.7	5.4	3.7	4.5	-0.6	-1.6	6.9	-3.8	-2.1	Cc1ccc(NC(=O)C2CCN(S(=O)(=O)c3cccs3)CC2)cc1
15	-5.0	3.5	3.1	6.5	2.5	2.1	-5.0	1.6	-6.1	CCn1c(SCC(=O)c2ccccc2)nnc1-c1cccnc1
16	-1.3	2.4	3.2	-1.9	-2.0	-15.8	-0.1	-5.4	7.2	O=c1[nH]c2cc3c(cc2cc1CN(Cc1cccnc1)C(=S)NCc1ccco1)OCO3
17	-3.6	0.3	5.8	-2.3	-2.7	-12.6	4.4	-0.5	-4.9	COC(=O)C(/C=N/O)NC(=O)c1ccccc1 (stereo not drawn)
18	0.3	-7.0	11.5	-2.3	-9.8	-1.1	-11.2	nt	3.5	CCOc1ccc(NC(=O)CSc2ncc(-c3ccc(F)cc3)n2Cc2ccco2)cc1
19	3.2	-0.5	3.0	-0.1	-1.3	2.0	1.7	-0.1	2.1	CN(C)S(=O)(=O)c1ccc(N2CCCC2)c(C(=O)NCc2ccccc2)c1
20	4.4	6.3	11.7	0.7	4.2	-12.1[fluorescence artefact?]	-5.8	nt	-7.2	COc1ccc(S(=O)(=O)N2CCOC2CNC(=O)C(=O)NCCc2c[nH]c3ccccc23)cc1C (stereo not drawn)

Given field by field: four of the compounds above
2) Cc1cc2cc(CNC(=O)Cc3cccs3)ccc2n1C
  FXIa inh = -0.5
  p97 ATPase inh = nt
  FXIIa inh 1536 = 6.3
  Wee1 stabilizer = nt
  eIF4E 4G PPI = -20.1
  14-3-3 Bad PPI = -2.6
  Rad51 HR inh = 1.6
  Mdm2 ligase inh = -1.8
  KLK5 inh = -3.2

17) COC(=O)C(/C=N/O)NC(=O)c1ccccc1 (stereo not drawn)
  FXIa inh = -3.6
  p97 ATPase inh = 0.3
  FXIIa inh 1536 = 5.8
  Wee1 stabilizer = -2.3
  eIF4E 4G PPI = -2.7
  14-3-3 Bad PPI = -12.6
  Rad51 HR inh = 4.4
  Mdm2 ligase inh = -0.5
  KLK5 inh = -4.9

5) N#C/C(=C\N1CCN(Cc2ccc3c(c2)OCO3)CC1)c1nc2ccccc2s1
  FXIa inh = 6.6
  p97 ATPase inh = 4.2
  FXIIa inh 1536 = 4.0
  Wee1 stabilizer = -1.1
  eIF4E 4G PPI = 0.1
  14-3-3 Bad PPI = -11.8
  Rad51 HR inh = -160.6
  Mdm2 ligase inh = -6.1
  KLK5 inh = -23.7

14) Cc1ccc(NC(=O)C2CCN(S(=O)(=O)c3cccs3)CC2)cc1
  FXIa inh = 1.7
  p97 ATPase inh = 5.4
  FXIIa inh 1536 = 3.7
  Wee1 stabilizer = 4.5
  eIF4E 4G PPI = -0.6
  14-3-3 Bad PPI = -1.6
  Rad51 HR inh = 6.9
  Mdm2 ligase inh = -3.8
  KLK5 inh = -2.1

More results.
entry	FXIa inh	p97 ATPase inh	FXIIa inh 1536	Wee1 stabilizer	eIF4E 4G PPI	14-3-3 Bad PPI	Rad51 HR inh	Mdm2 ligase inh	KLK5 inh	Structure
21	-3.0	4.8	7.1	-3.4	-2.5	-10.6	-2.3	7.6	1.8	COc1ccc(CNC(=O)CN(c2ccccc2)S(=O)(=O)c2ccccc2[N+](=O)[O-])cc1
22	10.8	2.2	13.7	-1.4	-3.0	-0.3	nt	-5.4	-5.0	O=C(NC1CCCC1)c1ccccc1-c1ccccc1
23	-2.1	4.7	5.8	-2.1	2.2	-5.5	-3.2	-3.0	2.9	CN(CC(=O)O)S(=O)(=O)c1ccc2c(c1)n(C)c(=O)c(=O)n2C
24	5.1	-6.5	10.4	-1.8	2.1	-3.5	nt	-13.2	2.8	CCC(C)NCCC(=O)Nc1ccc(Cl)c(S(=O)(=O)Nc2ccc(Cl)cc2)c1 (stereo not drawn)
25	2.4	15.1*	6.3	-2.4	-2.7	-16.4	5.3	-7.2	-3.2	CC1(C)OC(=O)C(=CNc2ccccn2)C(=O)O1
26	-9.9	6.3	-4.0	0.7	6.1	60.0	1.9	-39.7	-13.8	CC(=O)C1=C(O)C(=O)N(c2ccc(S(N)(=O)=O)cc2)C1c1ccc([N+](=O)[O-])cc1 (stereo not drawn)
27	-4.0	1.1	8.7	-0.3	-0.8	-2.7	7.9	-8.6	-4.2	COCCCNC(=S)Nc1ccc2nc3n(c(=O)c2c1)CCCCC3
28	-6.4	4.0	-0.4	0.5	-2.6	-5.9	nt	-2.0	-17.1	O=C(c1ccc(-c2ccc(Cl)cc2)o1)N1CCN(c2ccc([N+](=O)[O-])cc2Cl)CC1
29	9.1	1.1	12.3	-1.7	1.8[fluorescence artefact?]	11.5[fluorescence artefact?]	nt	-1.1	-4.8	O=C(O)Cc1cc(C(=O)Nc2ccc(Br)cc2)sc1-c1ccccc1
